FUS suppressor – qHTS for Suppressors of FUS Proteinopathy: Primary screen using FUS-linked yeast assay | S. cerevisiae FUS-expressing, growth rescue, OD600, 24 h | Potency, µM (top dose mostly 76.6 µM), inactives show top-dose growth rescue (activation), most hits filed as activators | actives 0.24% (n = 390,000) | AID 1347120, 2019;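 further: potency means the concentration at half of the fitted maximal effect; plate controls were DMSO vehicle for no effect and reference control for full effect; nearly all actives have a fitted effect of over 55% in size; some results filed as inactive show a strong effect at the top dose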
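Galactose (2%) drives FUS expression in yeast precultured in raffinose; seeding density OD 0.005. Test compounds incubated 24hr at 30C and 99% humidity before absorbance at 600 nm was measured.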
IL-2 act – qHTS of IL-2 Activators; IL-2 activation reporter assay, cell-based qHTS; stimulated with anti-CD3/CD4/CD28 beads; in transgenic mouse T cells; activation, % (series mostly up to about 46 µM); actives 0.065% (n = 360,000); AID 652025, 2013; in the data active means activation above about 50%; inconclusive means mostly about 30% to 49%; further: 0% is about no effect
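First, unstimulated transgenic mouse T cells were exposed to compound for 60 min. Next, anti-CD3/anti-CD4-coated beads with anti-CD28 were added. Finally, after 18 h at 37 degrees C, EGFP and DsRed were imaged.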
EPAC1 antagonist – qHTS for Antagonist of cAMP-regulated guanine nucleotide exchange factor 3 (EPAC1): primary screen | Rap guanine nucleotide exchange factor 3 (Homo sapiens), O95398 | Potency, µM (titrated, usually from 115 µM), for the others: at the top dose activity change, negative = inhibition, actives largely listed as inhibitors | EPAC1 GEF assay, Rap1b-BODIPY-GDP exchange fluorescence | actives 0.14% (n = 360,000);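 further: potency means the concentration at half of the fitted maximal effect; plate controls were vehicle for no effect and positive control for full effect; nearly all actives have a fitted effect of over 50% in size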
Target sequence (O95398 whole entry, looked up): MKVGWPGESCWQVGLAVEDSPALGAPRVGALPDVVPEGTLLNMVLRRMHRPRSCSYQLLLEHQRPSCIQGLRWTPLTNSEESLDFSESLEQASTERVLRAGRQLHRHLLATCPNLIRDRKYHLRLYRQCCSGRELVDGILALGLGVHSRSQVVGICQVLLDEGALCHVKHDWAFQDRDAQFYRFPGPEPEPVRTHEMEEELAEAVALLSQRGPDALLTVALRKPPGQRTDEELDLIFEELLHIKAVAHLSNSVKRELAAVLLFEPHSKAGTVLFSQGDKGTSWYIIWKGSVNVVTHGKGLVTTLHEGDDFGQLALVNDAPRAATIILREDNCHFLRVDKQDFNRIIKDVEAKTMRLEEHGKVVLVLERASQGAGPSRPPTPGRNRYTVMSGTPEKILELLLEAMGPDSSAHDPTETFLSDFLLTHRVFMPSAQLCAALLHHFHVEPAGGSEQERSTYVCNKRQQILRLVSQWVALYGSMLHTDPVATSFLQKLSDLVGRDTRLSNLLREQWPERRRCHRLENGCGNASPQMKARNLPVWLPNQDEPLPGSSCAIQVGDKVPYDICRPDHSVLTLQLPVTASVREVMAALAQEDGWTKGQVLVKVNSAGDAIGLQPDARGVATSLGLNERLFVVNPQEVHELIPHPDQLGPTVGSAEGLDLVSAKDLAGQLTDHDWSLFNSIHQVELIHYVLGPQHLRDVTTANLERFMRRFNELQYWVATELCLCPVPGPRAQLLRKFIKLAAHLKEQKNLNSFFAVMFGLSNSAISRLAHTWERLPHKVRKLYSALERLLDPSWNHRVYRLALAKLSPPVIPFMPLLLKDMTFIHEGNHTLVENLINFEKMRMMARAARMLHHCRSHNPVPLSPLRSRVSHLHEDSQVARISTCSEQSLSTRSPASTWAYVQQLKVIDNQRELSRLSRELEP
Abeta rescue – qHTS for compounds that reverse cellular toxicity of Amyloid beta (A-beta) peptide in yeast: Primary Screen; yeast expressing A-beta42, growth rescue, OD600, 48 h; response scale: 0% DMSO, 100% iron-clioquinol control; Potency, µM (doses to about 46.1 µM), for the others: at the highest dose growth rescue, usual class: activators; actives 0.063% (n = 410,000); AID 1347071, 2019; further: potency means the concentration at half of the fitted maximal effect; nearly all actives have a fitted effect of over 55% in size
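Yeast growth medium received pinned compounds, then yeast cells expressing toxic A-beta were added; plates incubated at 30 C for 48 hr. Growth read as absorbance at 600 nm, normalized to DMSO and equimolar FeCl3 plus clioquinol controls.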
EPAC1 agonist – qHTS for Agonist of cAMP-regulated guanine nucleotide exchange factor 3 (EPAC1): primary screen; actives 0.073% (n = 360,000); Rap guanine nucleotide exchange factor 3 (Homo sapiens), O95398; AID 720707, 2013; Potency, µM (series often up to 154 µM), inactives show top-dose activation, usual class: activators; EPAC1 agonist qHTS, biochemical assay; response scale: 100% = response to 6.5 mM cAMP; further: potency means the concentration at half of the fitted maximal effect; nearly all actives have a fitted effect of over 60% in size
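Normalized to 6.5 mM cAMP, activity reflects EPAC1-catalysed release of BODIPY-GDP from Rap1B, followed kinetically over 30 min at 480 nm excitation, 540 nm emission. Reaction contained 100 nM EPAC1, 250 nM Rap1B-BODIPY-GDP, 50 uM GDP.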
PI5P4K alpha inh – qHTS for Inhibitors of phosphatidylinositol 5-phosphate 4-kinase (PI5P4K); Phosphatidylinositol 5-phosphate 4-kinase type-2 alpha (Homo sapiens), P48426; actives 1.2% (n = 330,000); AID 652105, 2013; PI5P4Kalpha enzyme, ADP-Glo luminescence, 60 min; active compounds read low; max response, %; active means max response of -50% or lower; inconclusive means between -30% and -50%; inactive means -30% or higher; further: value at the top dose of about 77 µM; on the % scale 0 is the no-effect control and ±100 the full control effect
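Luminescence from ADP-Glo served as readout of PI5P4Kalpha activity in a qHTS format. Reaction: enzyme, substrate, compound, ATP at 5 microM final, 60 min at RT.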
WRN inhibitor – qHTS for Inhibitors of WRN Helicase | actives 0.46% (n = 360,000) | Potency, µM (doses to about 114 µM), for inactives: top-dose activity change, negative = inhibition, most hits filed as inhibitors | WRN helicase unwinding, fluorescent forked duplex, kinetic | Bifunctional 3'-5' exonuclease/ATP-dependent helicase WRN (Homo sapiens), Q14191; further: potency means the concentration at half of the fitted maximal effect; on the % scale 0 is the no-effect control and ±100 the full control effect; nearly all actives have a fitted effect of over 55% in size
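Fluorescence dequenching readout, ex 525 nm/em 598 nm, kinetic mode: forked duplex DNA (100 nM final) with adjacent fluorophore and quencher unwound by WRN (20 nM final) with 2 mM ATP. Compound preincubation 15 min, room temperature.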
aSyn yeast inh – qHTS of alpha-syn Inhibitors. Potency, µM (top dose mostly 46.1 µM), for the others: at the highest dose growth rescue (activation), actives largely listed as activators. actives 0.14% (n = 370,000). Yeast expressing alpha-synuclein, growth rescue, BacTiter-Glo, 24 h; further: potency means the concentration at half of the fitted maximal effect; % of control where 0% means no effect; nearly all actives have a fitted effect of over 65% in size
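Galactose-induced alpha-syn yeast (OD600=0.02, raffinose-pregrown) + pinned cpd, 24 hr, 30 deg C; growth by BacTiter-Glo luminescence. Growth restoration scores as activation.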
PLK1 PBD inh – qHTS for Inhibitors of PLK1-PDB (polo-like kinase 1 - polo-box domain): Primary Screen. Serine/threonine-protein kinase PLK1 (Homo sapiens), P53350. actives 2.8% (n = 360,000). Potency, µM, without a hit: max response, negative = inhibition, hits mostly inhibitors. Plk1 PBD binding of FITC phosphopeptide, fluorescence polarization; further: potency means the concentration at half of the fitted maximal effect; series mostly up to about 57 µM; on the % scale 0 is the no-effect control and ±100 the full control effect; nearly all actives have a fitted effect of over 65% in size
* = called active by the depositor; ? = inconclusive; . = no result given; & = joins results of further samples; [ ] = dose if it differs, or a comment. Unless noted, the call rests on the fitted dose curve; in most records, active means well fitted curve in the direction sought with a large enough effect; inconclusive means small, poorly fitted or top-dose-only effect, or another doubt; inactive means no such curve, though single readings can be large; an effect the other way counts as inactive or inconclusive. The order is random; about 4.1% have a hit in one of these screens.

SMILES	FUS suppressor	IL-2 act	EPAC1 antagonist	Abeta rescue	EPAC1 agonist	PI5P4K alpha inh	WRN inhibitor	aSyn yeast inh	PLK1 PBD inh
CCC(C)C(N)C1=NC(C(=O)N[C@@H](CC(C)C)C(=O)N[C@H](CCC(=O)O)C(=O)N[C@H](C(=O)N[C@H]2CCCCNC(=O)[C@H](CC(N)=O)NC(=O)[C@@H](CC(=O)O)NC(=O)[C@H](Cc3cnc[nH]3)NC(=O)[C@@H](Cc3ccccc3)NC(=O)[C@H]([C@@H](C)CC)NC(=O)[C@@H](CCCN)NC2=O)[C@@H](C)CC)CS1 (stereo not given in full)	?	-0.5	-6.9%	-11.5%	-19.7%	1.6	-6.5%	-1.7%	-23.7%
CC(=O)N1CCN(c2ccc([N+](=O)[O-])cc2C#N)CC1	7.6%	0.6	-4.9%	-2.7%	2.0%	-0.2	1.2%	1.5%	-4.0%
COc1c(F)c(F)c(C(=O)O)c(Nc2ccccc2)c1F	-8.6%	-2.0	1.0%	9.8%	-1.0%	.	-3.5%	0.7%	1.1%
CCc1ccc(OCC(=O)NNC(=O)C2CCC2)cc1	-2.1%	0.3	0.7%	-6.2%	-1.6%	-2.5	-1.9%	1.0%	-2.3%
O=C(N/N=C\c1cc([N+](=O)[O-])ccc1N1CCOCC1)c1ccccn1	-10.7%	-1.1	12.8%	-0.3%	1.3%	1.5	-9.5%	-5.4%	-0.7%
CC[C@H](CO)Oc1cc(NCc2ccc(Cl)c(Cl)c2)c2ncn(C(C)C)c2c1	39.7%	-3.4	-11.4%	27.1%	-14.1%	3.5	-7.3%	0.8%	1.6%
CC(c1ccco1)N(C(=O)c1cc(Cl)cc(Cl)c1)c1ccccn1 (stereo not given)	-6.6%	-0.7	6.4%	-17.9%	1.8%	2.9	-2.1%	-0.1%	0.8%
Cc1sc(N2C(=O)C3C(C2=O)[C@H]2C=C[C@@H]3C2)c(C#N)c1C (stereo not given in full)	-20.4%	0.4	-14.9%	8.8%	-2.7%	4.4	6.7%	2.2%	1.2%
O=C(c1cccc(S(=O)(=O)Nc2ccc(F)cc2)c1)N1CCC1	10.5%	0.3	14.8%	-4.5%	-1.5%	-6.2	5.8%	4.8%[1.84 µM]	-13.3%
CC(C)(C)C1CCC2(CC1)C(C#N)=C(SCC(=O)Nc1ccccc1)NC(=O)C2C#N (stereo not given)	41.9%	-4.5	?	0.0%[9.22 µM]	-3.0%	2.2	-32.3%	-7.9%	-28.0%
Cc1csc(NC(=O)CN2C(=O)C3CC=CCC3C2=O)n1 (stereo not given)	-7.4%	0.0	-8.4%	8.9%	-1.6%	6.6	-1.7%	-1.3%	1.1%
CC(C)CCOC(=O)C1[C@H]2C(=O)N(Cc3cccs3)C[C@]23C=C[C@H]1O3 (stereo not given in full)	-2.7%	-0.1	-11.7%	-2.4%	6.3%	2.5	-12.8%	7.5%	-15.9%
COCCN(C(=O)CSc1nnc(-c2ccccc2OC)o1)c1c(N)n(CC(C)C)c(=O)[nH]c1=O	10.8%	-1.0	-11.7%	7.1%	-7.0%	-12.0	3.2%	3.5%	-0.1%
Cc1cc(C)c(NC(=O)CCCSc2nnc(N)s2)c(C)c1	-28.7%	0.7	-3.7%	-4.5%	0.5%	-0.9	0.2%	0.7%	-12.8%
CCn1c(CNc2ccc(F)cc2)nnc1SCC(=O)Nc1ccccc1OC	2.0%	0.1	-0.2%	21.5%	-0.5%	-0.7	-0.1%	-1.4%	-19.4%
Cn1c(=O)c2c([nH]c(=S)n2Cc2ccc(Cl)cc2)n(C)c1=O	-2.7%	-3.2	2.6%	7.6%	-0.6%	-5.5	3.7%	-5.4%	10.6µM*
CC1(Cc2cccc(C#N)c2)C(=O)Nc2ccc(-c3cccc(C(F)(F)F)c3)cc21 (stereo not given)	?	-0.8	-28.7%	14.4%	-15.2%	-4.0	-10.7%	?	-6.9%
Cc1cc(C)cc(OCC(=O)NN2C(=O)c3ccccc3C2=O)c1	16.0%	-1.8	1.3%	-2.2%	-0.7%	-1.4	-17.5%[57.1 µM]	5.2%	-8.0%
CCOc1ccccc1CN1CCN(Cc2cn(C)nc2-c2ccccc2)CC1CCO (stereo not given)	4.6%	-2.5	-4.5%	1.5%	-9.1%	1.1	1.6%	0.9%	2.9%
CN1C(CC(=O)Nc2ccc(Cl)cc2Cl)c2ccccc2CC1(C)C (stereo not given)	9.7%	-4.8	13.2%	-22.0%	-0.2%	0.0	-3.0%	6.9%	1.3%
CCOC(=O)/C=C1\CC(=O)Nc2cc(C)c(C)cc2N1	14.3%	-2.7	-10.6%	15.8%	1.2%	.	4.0%	-0.6%	-9.6%
CN(C)S(=O)(=O)c1cccc(N=c2scc(-c3ccc4c(c3)NC(=O)CO4)n2CC2CCCO2)c1 (stereo not given)	?	-1.5	-11.0%	17.9%	-2.9%	-12.5	-18.4%[57.1 µM]	1.3%	-5.8%
CC1(C(=O)NS(=O)(=O)c2cccc(Cl)c2)CCN1C(=O)C1(c2ccc(Cl)cc2)CC1 (stereo not given)	10.8%	1.0	?	-13.8%	-13.9%	1.4	6.4%[57.1 µM]	-7.5%	-5.3%
CCCCCN(C(=O)CCC(=O)OCc1ccccc1C(F)(F)F)c1c(N)n(CCCC)c(=O)[nH]c1=O	13.7%	-1.1	-16.7%	-3.5%	-28.2%	12.3	-4.3%	2.5%	0.6%
COc1ccc2c(c1)cc(C(=O)N[C@@H](Cc1ccccc1)C(=O)N[C@@H](C)C(=O)O)n2C	5.9%	1.1	-14.8%	-7.8%	4.1%	4.4	0.6%	1.6%	-13.0%
C[C@@H](C(=O)Nc1ccc2c(c1)OCCO2)n1c(=O)[nH]c2ccccc2c1=O	-8.6%	-0.6	-26.7%	-2.2%	11.5%	5.2	0.8%	2.0%	-1.4%
CCCN1CCC(=O)N([C@H](CSc2ccccc2)CC(C)C)CC1	-0.5%	-2.0	2.5%	0.8%	4.1%	3.2	-2.1%	-0.2%	-15.6%
CC1(C)S[C@@H]2[C@H](NC(=O)Cc3ccccc3)C(=O)N2[C@H]1C(=O)O	-26.2%&-21.8%	1.0&-3.4	0.6%&8.5%	-29.3%&0.6%	-5.8%&-0.7%	-9.3&-1.8	7.5%&-8.4%	-2.1%&2.4%	-19.7%&3.3%
O=C(Nc1cccc(C(=O)O)c1)/C(=C\c1ccco1)NC(=O)c1ccc(Br)o1	18.9%	1.6	-1.2%	11.3%	-5.9%	?	-5.0%[11.6 µM]	3.6%	-7.2%
Cc1ccc2cccc(NC(=S)NC(=O)c3ccn(C)n3)c2n1	35.6%	-0.8	1.3%	-5.9%	8.7%	.	-6.3%	2.1%	-9.3%
COc1cc(/C=C2\C(=O)ON=C2c2ccc(Cl)cc2)ccc1O	?	-0.9	1.1%	-7.9%	-1.8%	-17.6	?	3.6%	?
CCOCCCNC(=O)C1(O)c2cc(Br)ccc2NC(=O)N1c1cccc(OC)c1 (stereo not given)	14.0%	-0.2	-6.6%	5.5%	-3.5%	5.9	-4.0%	-1.5%	0.3%
Cc1cc(C)c2nc(N3CCC(C(=O)NCCCN4CCCCC4)CC3)sc2c1	14.5%	3.2	-0.1%	1.1%	-3.8%	1.5	2.5%	5.3%	-8.8%
CCCCN(C(=O)CC1CCCC1)c1c(N)n(Cc2ccccc2)c(=O)[nH]c1=O	-35.6%	-1.3	-3.8%	-14.1%	-0.9%	2.7	7.0%	-6.3%	-3.4%
COc1ccc(C(CNC(=O)c2cccn2C)N2CCOCC2)cc1 (stereo not given)	-7.9%	3.0	-8.5%	-19.7%	-3.9%	-3.1	9.5%	-2.9%	-1.9%
O=C(Nc1ccc(C(=O)O)cc1)Nc1ccc([N+](=O)[O-])cc1	-1.7%	0.4	-8.2%	4.2%	-3.3%	-10.3	-27.9%	3.4%	-8.2%
CCOC(=O)N1CCN(C(=O)C(C)NC(=O)c2ccco2)CC1 (stereo not given)	16.4%	0.8	-12.1%	10.6%	8.5%	-0.9	2.4%	0.6%	-6.7%
Nn1c(SCC(=O)NC2CCCCC2)nnc1-c1ccccc1F	.	-4.2	11.6%	-22.8%	13.7%	4.3	7.3%	-9.6%	1.6%
O=C(CCCn1c(=S)[nH]c2cc3c(cc2c1=O)OCO3)N1CCN(C2CCCCC2)CC1	18.9%	-0.1	-7.3%	2.3%	0.0%	8.0	-0.8%	2.6%	-2.0%
Cc1ncc([N+](=O)[O-])n1CC(=O)NC(C)(C)C	15.3%	-1.8	-23.2%	-15.3%	5.6%	0.5	-3.6%	1.2%	-14.1%
CCOC(=O)c1nnn(-c2nonc2-n2cccc2)c1CN1CCC(C(=O)OCC)CC1	41.6%	-1.9	-8.5%	-16.9%	-15.0%	.	-6.4%	3.0%	-0.5%
